Bioassay records (PubChem BioAssay)
TROY signal inh: TROY signaling inhibition | inhibition, % at 10 µM | AID 1347056 | 0.98% of 360,000 active | Q293 LMP1-TROYcd NF-kB luciferase reporter, 4 h;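 active = compounds whose plate-normalised and pattern-corrected inhibition of the luciferase reporter signal at the single screening dose is 50% or more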
NR5A2 inv ag: inverse agonists of human LRH-1 (NR5A2); 0.13% of 360,000 active; AID 602396; HEK293T StAR-luciferase reporter, LRH-1 transfected, 24 h; inhibition, % at 3.6 µM;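 active = inhibition above the mean inhibition of all tested compounds plus 3 SD, cut at about 73% in these data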;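 note: 0% = DMSO wells and 100% = reporter-only cells lacking LRH-1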
Target sequence (O00482 whole entry, looked up): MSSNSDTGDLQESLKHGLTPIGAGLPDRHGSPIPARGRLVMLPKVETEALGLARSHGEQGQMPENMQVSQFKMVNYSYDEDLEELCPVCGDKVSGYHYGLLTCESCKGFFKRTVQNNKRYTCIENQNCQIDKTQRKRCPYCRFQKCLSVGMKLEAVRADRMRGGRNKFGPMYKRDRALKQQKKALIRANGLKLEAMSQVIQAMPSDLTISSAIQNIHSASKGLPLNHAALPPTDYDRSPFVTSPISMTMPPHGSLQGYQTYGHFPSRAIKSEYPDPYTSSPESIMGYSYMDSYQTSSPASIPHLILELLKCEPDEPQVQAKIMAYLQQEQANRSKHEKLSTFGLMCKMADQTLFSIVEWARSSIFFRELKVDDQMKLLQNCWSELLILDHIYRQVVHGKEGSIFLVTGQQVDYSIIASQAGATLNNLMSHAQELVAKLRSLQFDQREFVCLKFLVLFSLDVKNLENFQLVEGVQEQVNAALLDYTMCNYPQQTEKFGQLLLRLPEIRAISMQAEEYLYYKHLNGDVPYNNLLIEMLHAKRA
NCOA3 inh: human NCOA3 inhibition; Q9Y6Q9; 0.17% of 360,000 active; HEK293 GAL4-SRC3 luciferase reporter, luminescence; AID 588352; inhibition, % at 3.6 µM;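 active = inhibition above a per-campaign cutoff, the mean of all compounds plus 3 SD, cut at about 60% in these data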;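 note: 0% = DMSO-treated cells and 100% = gossypol-treated cells at 36 µM; higher means less SRC3-driven luciferase light from the GAL4 reporter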
ABHD5 PLIN5 PPI: inhibitors of human ABHD5-perilipin-5 interaction; Split G. princeps luciferase complementation, luminescence, 4 h; 0.78% of 360,000 active; Q00G26+Q8WTS1; inhibition, % at 4 µM;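 active = inhibition above the mean inhibition across every tested compound plus 3 SD, cut at about 22% in these data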;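 note: 0% = DMSO only wells and the 100% control is not disclosed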
NCOA1 inh: human NCOA1 inhibition; inhibition, % at 3.6 µM; Q15788; HEK293 GAL4-SRC1 luciferase reporter, luminescence; 0.12% of 360,000 active;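 active = inhibition above the campaign mean plus 3 SD, with each screening campaign given its own cutoff, cut at about 60% in these data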;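 note: 0% = DMSO treated cells and 100% = gossypol at 36 µM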
TLR9-MyD88 block: TLR9-MyD88 interaction inhibition | 0.21% of 340,000 active | inhibition, % at 4.98 µM | Q9NR96+Q99836 | CHO BLA complementation TLR9-MyD88, CCF4 FRET ratio | AID 504734;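 active = inhibition above the mean over all tested compounds plus 3 SD, cut at about 21% in these data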;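 note: 0% = DMSO only wells and 100% = clavulanate BLA inhibitor control wells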
NOD2-RIPK2 inh: blocks binding of human NOD2 to RIPK2. CHO BLA complementation NOD2-RIPK2, CCF4 ratio. inhibition, % at 4.98 µM. 0.38% of 360,000 active; in the data active = inhibition above about 21%;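 note: 0% = vehicle only and 100% = reference blocker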
NR2F2 inh: blocks human COUP-TFII nuclear receptor | HEK293T NGFI-A luciferase reporter, luminescence | inhibition, % at 8.6 µM | 0.7% of 370,000 active | P24468 | AID 686940;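 active = inhibition above a per-plate cutoff, mean inhibition of test wells between control levels plus 3 SD, cut at about 38% in these data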;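 note: cells cotransfected with COUP-TFII expression vector driving the NGFI-A reporter; 0% = median of COUP-TF2 test wells and 100% = reporter-only cells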
Target sequence (P24468 whole entry, looked up): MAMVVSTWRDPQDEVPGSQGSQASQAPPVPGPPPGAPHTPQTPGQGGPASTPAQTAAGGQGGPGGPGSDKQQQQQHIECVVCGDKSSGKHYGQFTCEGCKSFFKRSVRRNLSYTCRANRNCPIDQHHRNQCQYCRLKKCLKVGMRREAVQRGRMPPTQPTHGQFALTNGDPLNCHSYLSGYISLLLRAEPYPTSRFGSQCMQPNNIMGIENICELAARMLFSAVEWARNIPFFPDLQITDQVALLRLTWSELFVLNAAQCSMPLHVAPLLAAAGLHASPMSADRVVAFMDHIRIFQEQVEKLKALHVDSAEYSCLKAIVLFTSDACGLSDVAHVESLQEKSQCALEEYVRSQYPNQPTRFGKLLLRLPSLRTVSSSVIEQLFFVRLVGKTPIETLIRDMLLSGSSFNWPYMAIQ
TWEAK Fn14 block: TWEAK-Fn14 signaling inhibition. TWEAK-stimulated Fn14 reporter cells, luciferase luminescence, 8 h. inhibition, % at 10 µM. 2% of 360,000 active. AID 1159606; in the data active = inhibition above about 50%
NCOA2 inhibitor: human SRC2 (NCOA2) inhibition; HEK293 GAL4-SRC2 luciferase reporter, luminescence; inhibition, % at 9 µM; 0.17% of 370,000 active; AID 651957;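 active = inhibition above the mean inhibition of all tested compounds plus 3 SD, set per campaign, cut at about 52% in these data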;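 note: 0% = DMSO treated cells and 100% = cells given Gossypol at 36 µM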
Granule exo inh: lytic granule exocytosis inhibition; TALL-104 LAMP-1 surface exposure, flow cytometry; cells stimulated with thapsigargin and PMA; inhibition, % at 10 µM; 0.66% of 360,000 active; AID 651702;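 active = inhibition above about 55%, limit read from the data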
The depositor's hits bear a star; nt = not tested or not shown. A portion of the library (hit frequency here may not be typical).

[1] C/C(=N\n1cnnc1)c1ccccc1
[2] Cc1cc(C)n2nc(N)c(N=Nc3ccc(Cl)cc3)c2n1
[3] O=C(Nc1ccc(F)c(Cl)c1)c1cc(C2CCCCN2C(=O)CCCc2ccccc2)on1 (stereo unspecified)
[4] Cc1ccc(C)c(NC(=O)CSc2nc3c(c(=O)n2C)SC(C)C3)c1 (stereo unspecified)
[5] COc1ccnc(NCc2cccnc2)c1C#N
[6] CCCCCCOC(=O)NCC(O)c1ccccc1 (stereo unspecified)
assay / entry,1,2,3,4,5,6
TROY signal inh,-2.7,-43.9,20.9,7.7,-4.3,-80.2
NR5A2 inv ag,3.4,-10.4,-19.0,-4.7,-29.5,-86.3
NCOA3 inh,12.4,17.9,8.4,-5.3,14.3,-90.1
ABHD5 PLIN5 PPI,-0.1,10.6,-7.4,-6.0,-1.6,3.1
NCOA1 inh,-15.5,-6.9,-4.2,6.3,12.0,-141.2
TLR9-MyD88 block,3.9,1.2,nt,-5.5,-7.3,-1.9
NOD2-RIPK2 inh,-1.0,-0.5,-11.2,-2.7,-3.8,-6.8
NR2F2 inh,-1.8,2.9,8.2,17.2,13.2,-32.1
TWEAK Fn14 block,4.4,-7.1,29.4,-2.0,4.9,11.6
NCOA2 inhibitor,11.0,4.6,-1.6,4.0,-36.5,-61.0
Granule exo inh,-1.1,-4.9,-3.6,9.4,1.3,0.8

[7] CCCCC(NC(C)=O)c1nc2ccccc2n1CCCC (stereo unspecified)
[8] COc1ccccc1NS(=O)(=O)c1ccc(O)c(C(=O)OCC(=O)Nc2ccccc2F)c1
[9] CC(=O)c1c(C)nn(-c2ccccc2)c1C
[10] COc1cc(C(=O)NC(=S)Nc2ccc(Cl)cn2)cc(OC)c1OC
[11] COc1ccc(-c2nnc(SCc3nnc(-c4ccccc4)o3)n2C)cc1OC
[12] COc1cc(OC)c(OC)cc1/C=C1/C(=O)N=C(N)N1C
assay / entry,7,8,9,10,11,12
TROY signal inh,2.7,-7.1,-3.8,-11.9,-23.5,0.0
NR5A2 inv ag,4.7,4.6,2.1,-11.1,-10.8,20.7
NCOA3 inh,-2.1,3.6,5.4,-8.1,-23.7,8.4
ABHD5 PLIN5 PPI,-4.1,-1.0,-3.8,-9.8,3.8,0.6
NCOA1 inh,3.0,6.5,-0.2,13.4,1.5,-12.6
TLR9-MyD88 block,-9.4,-4.4,3.1,-11.5,-6.3,-4.7
NOD2-RIPK2 inh,1.3,-1.8,-9.0,-0.2,-8.7,-6.6
NR2F2 inh,20.0,-9.3,-17.3,-6.2,1.6,-3.1
TWEAK Fn14 block,2.7,-47.4,2.8,-50.9,0.0,9.1
NCOA2 inhibitor,13.1,14.5,9.5,-6.7,-49.6,-5.6
Granule exo inh,-0.1,-2.1,-5.9,-19.2,1.3,11.1

[13] CS(=O)(=O)N1CCN(c2ccccc2NC(=O)c2ccc(-c3ccc(Br)cc3)o2)CC1
[14] COC(=O)c1ccc(Cn2cc(Cl)cn2)o1
[15] COc1ccc(C(=O)NCC(c2cccs2)N2CCc3ccccc32)cc1OC (stereo unspecified)
[16] Cc1nn(-c2ccccc2)c(Cl)c1C(=O)NC1CCCCC1
[17] CCOC(=O)c1c(C)c(C(=O)N2CCN(c3cccc(Cl)c3)CC2)c(C)n1C
[18] COc1cc(C)ccc1OCCCCOc1ccccc1C(C)=O
assay / entry,13,14,15,16,17,18
TROY signal inh,-15.0,0.5,3.2,-6.1,16.1,17.4
NR5A2 inv ag,10.0,-12.0,15.4,-18.4,-7.6,-0.5
NCOA3 inh,13.5,13.6,20.4,-1.3,-8.8,9.2
ABHD5 PLIN5 PPI,8.2,-3.6,-4.5,7.6,7.8,-7.7
NCOA1 inh,2.1,16.6,18.4,-8.8,7.7,2.5
TLR9-MyD88 block,-4.9,-5.3,0.2,4.0,-2.5,-5.5
NOD2-RIPK2 inh,-1.4,4.6,-2.6,2.1,9.0,-2.5
NR2F2 inh,5.3,-9.6,6.8,-5.6,16.6,20.0
TWEAK Fn14 block,25.1,-1.8,-8.3,-1.0,-10.0,23.0
NCOA2 inhibitor,15.0,-10.5,-21.7,-21.1,10.2,26.3
Granule exo inh,4.5,4.4,2.4,-2.4,5.9,-7.6

[19] C[C@@H]1CN([C@@H](C)CO)C(=O)c2cc(Br)cnc2O[C@@H]1CN(C)S(C)(=O)=O
[20] Cc1ccc(OCCNCC(O)COc2ccccc2)cc1 (stereo unspecified)
[21] COc1ccc(Cl)cc1N(CC(=O)NC1CC2CCC1C2)S(=O)(=O)c1ccccc1 (stereo unspecified)
[22] CCN1CCN(S(=O)(=O)c2cc3c(cc2Cl)NC(=O)CO3)CC1
[23] Cc1cc(N/N=C/c2cccc(Br)c2)nc2ccccc12
[24] CCOc1ccc2c(c1)C(c1ccccc1)=NNC(c1ccccc1)=N2
assay / entry,19,20,21,22,23,24
TROY signal inh,-14.7,12.6,-12.2,-0.5,-97.2,-70.2
NR5A2 inv ag,-4.8,-9.5,37.3,-19.4,-30.8,-97.5
NCOA3 inh,-55.5,-3.5,29.6,0.4,-24.4,-81.1
ABHD5 PLIN5 PPI,5.9,0.8,2.4,5.0,2.6,-0.5
NCOA1 inh,14.6,-33.3,8.1,-2.5,-39.9,-95.1
TLR9-MyD88 block,-5.7,-8.2,-5.6,-6.3,-12.5,0.6
NOD2-RIPK2 inh,-6.7,7.8,-1.8,6.2,8.1,-3.1
NR2F2 inh,-4.5,11.8,11.3,5.5,-32.3,-0.8
TWEAK Fn14 block,0.3,-5.1,0.5,1.7,-38.8,-9.4
NCOA2 inhibitor,-18.3,17.6,-5.4,-21.4,-27.1,-29.4
Granule exo inh,0.0,15.8,6.5,-13.2,-8.7,-0.9

[25] Nc1ccc2nn(-c3cc([N+](=O)[O-])ccc3O)nc2c1
[26] COc1ccc([N+](=O)[O-])cc1NC(=S)Nc1ccccc1
[27] O=C(CN1C(=O)NC(c2ccccc2)(c2ccccc2)C1=O)N1CCN(c2ccc(F)cc2)CC1
[28] O=C(NC1CCS(=O)(=O)C1)c1ccccc1C(=O)c1ccccc1 (stereo unspecified)
[29] COc1ccc(CCNC(=O)c2c(O)c3ccccc3[nH]c2=O)cc1OC
[30] O=C(NCCCn1ccnc1)/C(=C/c1cccnc1)NC(=O)c1ccco1
assay / entry,25,26,27,28,29,30
TROY signal inh,-4.7,-4.7,16.5,5.4,3.4,-18.0
NR5A2 inv ag,-7.6,0.4,1.2,2.8,-5.2,6.0
NCOA3 inh,-0.3,13.9,12.9,3.4,2.0,6.3
ABHD5 PLIN5 PPI,-6.9,-7.6,-1.5,-10.0,9.5,2.2
NCOA1 inh,-15.1,-19.2,11.8,-11.5,-11.3,-1.4
TLR9-MyD88 block,4.7,0.0,-7.4,1.4,2.5,1.6
NOD2-RIPK2 inh,4.4,-6.6,7.5,0.7,-6.3,-15.6
NR2F2 inh,-3.7,-12.7,-15.4,7.3,5.2,-1.4
TWEAK Fn14 block,0.0,-0.7,15.6,-8.8,-15.9,10.6
NCOA2 inhibitor,-7.7,2.9,23.3,-14.5,-15.5,-21.4
Granule exo inh,-2.3,-4.2,-3.0,0.3,-14.5,11.0

[31] Cn1c(N2CCN(c3ccccn3)CC2)nc2c1c(=O)n(Cc1ccc(Cl)cc1)c(=O)n2C
[32] COC(=O)c1cccc(/C=N/NC(N)=S)c1O
[33] CCN(Cc1ccccc1)S(=O)(=O)c1ccc2c(c1)NC(=O)CS2
[34] O=C(CCc1nnc(CCc2ccccc2)o1)N1CCCCC1CCn1cccn1 (stereo unspecified)
[35] Cc1c(CC(=O)O)c(=O)oc2cc(OCc3ccc(F)cc3F)ccc12
[36] CCOCc1nnc(NC(=O)CSc2ccc(C)cc2)s1
assay / entry,31,32,33,34,35,36
TROY signal inh,53.9*,-17.6,8.7,-13.1,-29.4,-17.0
NR5A2 inv ag,-6.3,33.0,-12.2,9.1,-10.8,-4.1
NCOA3 inh,22.5,21.6,2.3,10.7,-6.9,-18.6
ABHD5 PLIN5 PPI,3.6,3.8,-4.3,2.0,0.1,-11.1
NCOA1 inh,-4.6,-3.1,4.1,-6.1,-13.9,0.9
TLR9-MyD88 block,7.6,11.1,-6.3,1.8,10.1,2.9
NOD2-RIPK2 inh,2.4,-3.1,10.8,-6.9,-6.8,1.5
NR2F2 inh,11.9,2.4,-13.0,12.3,14.8,7.8
TWEAK Fn14 block,52.3*,-11.3,27.1,-1.2,-2.5,2.8
NCOA2 inhibitor,-14.6,-17.4,-25.4,0.9,5.6,-16.7
Granule exo inh,5.6,1.1,-8.1,-9.7,-3.0,-2.3

[37] Cc1ccc(C(=O)Nc2nncs2)cc1S(=O)(=O)N1CCOCC1
[38] Cc1ccc(N2CC(C(=O)Nc3nc4ccc(S(C)(=O)=O)cc4s3)CC2=O)cc1C (stereo unspecified)
[39] CCOc1cc(C(=S)N2CCOCC2)cc(Br)c1OS(=O)(=O)c1ccccc1
[40] O=C(NNC(=O)C1CC1)Nc1ccc(Cl)cc1
[41] CNc1nc(N)c([N+](=O)[O-])c(Nc2ccccc2OC)n1
[42] CCCCCN(C(=O)CCC(=O)OCC(=O)N(C)c1ccccc1)c1c(N)n(CCCC)c(=O)[nH]c1=O
[43] CC1=C(C(=O)O)CC(S(=O)(=O)O)C1(C)C (stereo unspecified)
assay / entry,37,38,39,40,41,42,43
TROY signal inh,5.9,9.0,-9.3,-5.9,8.9,-30.2,5.2
NR5A2 inv ag,11.7,41.6,-0.9,6.8,-12.6,4.6,-1.6
NCOA3 inh,-19.1,4.5,4.3,-11.7,21.7,-6.6,4.1
ABHD5 PLIN5 PPI,-2.8,1.7,-1.9,-3.7,6.5,-3.7,0.2
NCOA1 inh,14.6,-2.2,6.3,-50.4,12.1,-3.5,-21.9
TLR9-MyD88 block,6.3,0.0,-1.7,2.1,-1.5,8.8,-6.0
NOD2-RIPK2 inh,-7.5,-7.1,1.4,-0.7,-6.7,2.3,-14.2
NR2F2 inh,4.2,8.0,9.3,-11.8,-3.3,-9.4,-11.8
TWEAK Fn14 block,6.2,8.9,-2.1,-14.3,12.6,9.6,9.3
NCOA2 inhibitor,-16.3,6.4,15.6,-8.8,-18.2,-1.8,-19.6
Granule exo inh,1.4,-21.2,0.7,7.4,7.7,-5.4,-12.1

Pulled by structure from above:
[38] Cc1ccc(N2CC(C(=O)Nc3nc4ccc(S(C)(=O)=O)cc4s3)CC2=O)cc1C (stereo unspecified)
[18] COc1cc(C)ccc1OCCCCOc1ccccc1C(C)=O
[9] CC(=O)c1c(C)nn(-c2ccccc2)c1C
[19] C[C@@H]1CN([C@@H](C)CO)C(=O)c2cc(Br)cnc2O[C@@H]1CN(C)S(C)(=O)=O
[20] Cc1ccc(OCCNCC(O)COc2ccccc2)cc1 (stereo unspecified)
assay / entry,38,18,9,19,20
TROY signal inh,9.0,17.4,-3.8,-14.7,12.6
NR5A2 inv ag,41.6,-0.5,2.1,-4.8,-9.5
NCOA3 inh,4.5,9.2,5.4,-55.5,-3.5
ABHD5 PLIN5 PPI,1.7,-7.7,-3.8,5.9,0.8
NCOA1 inh,-2.2,2.5,-0.2,14.6,-33.3
TLR9-MyD88 block,0.0,-5.5,3.1,-5.7,-8.2
NOD2-RIPK2 inh,-7.1,-2.5,-9.0,-6.7,7.8
NR2F2 inh,8.0,20.0,-17.3,-4.5,11.8
TWEAK Fn14 block,8.9,23.0,2.8,0.3,-5.1
NCOA2 inhibitor,6.4,26.3,9.5,-18.3,17.6
Granule exo inh,-21.2,-7.6,-5.9,0.0,15.8
